# High-throughput results deposited in PubChem by National Center for Advancing Translational Sciences (NCATS).
# PGK inhibitor: T. brucei PGK inhibition. PGK/GAPDH coupled, Kinase-Glo luminescence, 60 min. 0.043% of 380,000 active. Potency, µM (top dose mostly 57.5 µM), for inactives: at the highest dose activity change, negative = inhibition, usual class: inhibitors; also: potency is read from the fitted curve at half-maximal effect; % is scaled to controls: 0 for no effect and ±100 for the full control effect; nearly all actives have a fitted effect of over 60% in size
# Target sequence (P07378 whole entry, looked up): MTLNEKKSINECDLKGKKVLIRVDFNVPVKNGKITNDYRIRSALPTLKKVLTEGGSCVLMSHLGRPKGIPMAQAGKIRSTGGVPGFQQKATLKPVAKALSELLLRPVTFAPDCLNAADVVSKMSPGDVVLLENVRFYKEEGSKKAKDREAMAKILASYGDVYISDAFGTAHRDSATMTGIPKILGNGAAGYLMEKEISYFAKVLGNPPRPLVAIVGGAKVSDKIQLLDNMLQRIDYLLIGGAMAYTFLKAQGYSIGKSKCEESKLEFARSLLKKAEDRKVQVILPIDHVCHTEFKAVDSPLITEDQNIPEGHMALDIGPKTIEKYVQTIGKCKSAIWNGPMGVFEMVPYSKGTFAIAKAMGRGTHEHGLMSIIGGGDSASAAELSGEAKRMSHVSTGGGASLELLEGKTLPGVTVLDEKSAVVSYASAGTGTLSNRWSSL
#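 Luminescent ATP detection (Kinase-Glo Plus) follows a 60-minute room-temperature incubation, with wells lacking PGK as controls. Buffer: 100 mM TEA (pH 7.6), 5 mM MgCl2, 0.01% Tween-20. Coupling enzyme GAPDH (100 nM final) supplies unstable 1,3-BPG in-well.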
# G9a block: G9a (human) methyltransferase inhibition | Q96KQ7 | G9a H3K9 monomethylation, AlphaScreen, 2 h | Potency, µM (highest dose often 102 µM), for the others: top-dose activity, negative = inhibition, actives largely listed as inhibitors | 8.8% of 350,000 active | AID 504332; also: potency is read from the fitted curve at half-maximal effect; % is scaled to controls: 0 for no effect and ±100 for the full control effect; nearly all actives have a fitted effect of over 75% in size
# Target sequence (Q96KQ7 913-1193 limits assumed): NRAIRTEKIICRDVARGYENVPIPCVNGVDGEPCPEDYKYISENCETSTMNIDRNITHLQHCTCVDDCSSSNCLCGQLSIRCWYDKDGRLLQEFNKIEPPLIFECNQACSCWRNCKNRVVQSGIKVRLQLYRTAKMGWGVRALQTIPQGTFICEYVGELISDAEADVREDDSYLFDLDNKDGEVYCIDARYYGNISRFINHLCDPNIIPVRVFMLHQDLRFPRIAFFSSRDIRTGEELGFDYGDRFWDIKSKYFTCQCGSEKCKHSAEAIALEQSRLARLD
#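 G9a (20 nM) preincubated 15 min RT with compounds, then 500 nM biotinylated H3K9 peptide and 20 uM SAM added; 2 h RT reaction. Monomethyl-H3K9 product detected by AlphaScreen with anti-H3K9me1 antibody, streptavidin donor and anti-rabbit IgG acceptor beads.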
# Pin1 inhibitor: inhibitors of human Pin1; Pin1 FP peptide displacement, HiFluor488, 10 min; Potency, µM (highest dose often 115 µM), for the others: at the top dose activity, negative = inhibition, usual class: inhibitors; 0.009% of 390,000 active; AID 504891; active = well fitted inhibition curve with a large enough effect in the polarisation, with a control signal flat, not every such curve was filed as active; inconclusive = small, poorly fitted or top-dose-only effect, or effect the other way, or a change in a side signal; inactive = no such curve, though single readings can be large or run the other way; the % refers to the polarisation; also: potency is read from the fitted curve at half-maximal effect; % is scaled to controls: 0 for no effect and ±100 for the full control effect
# Target sequence (Q13526 whole entry, looked up): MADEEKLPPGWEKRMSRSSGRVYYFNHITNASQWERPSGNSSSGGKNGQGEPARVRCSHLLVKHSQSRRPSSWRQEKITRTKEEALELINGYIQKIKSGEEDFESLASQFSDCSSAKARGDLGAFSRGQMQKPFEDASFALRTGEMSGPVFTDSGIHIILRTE
# Pol eta inh: DNA polymerase eta (human) inhibition. recombinant Pol eta, fluorescent DNA replication assay. Potency, µM (titrated, usually from 114 µM), inactives show at the top dose activity change, negative = inhibition, actives largely listed as inhibitors. 1.2% of 390,000 active. AID 588591. Q9Y253; also: potency is read from the fitted curve at half-maximal effect; % is scaled to controls: 0 for no effect and ±100 for the full control effect
#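 Fluorescent replication assay: 50 nM final substrate added after a 15 min room-temperature compound preincubation with 10 nM enzyme. Signal taken at 0 min and again at 10 min.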
# BAZ2B block: blocks human BAZ2B | AID 504333 | Q9UIF8 | 4.4% of 360,000 active | AlphaScreen BAZ2B-H3K14Ac peptide displacement | Potency, µM (titrated, usually from 114 µM), for inactives: top-dose activity change, negative = inhibition, usual class: inhibitors; also: potency is read from the fitted curve at half-maximal effect; % is scaled to controls: 0 for no effect and ±100 for the full control effect; nearly all actives have a fitted effect of over 60% in size
#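 AlphaScreen displacement: compounds (up to 110uM) incubated 30 min at room temperature with a preformed 50 nM BAZ2B/50 nM biotinylated H3K14Ac peptide complex in PBS pH 7.4 with Tween-20. Donor and acceptor beads at 10 ug/mL final added, 20 min light-protected before reading.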
# GLS inh: inhibitors of human glutaminase (GLS); O94925; GLS enzymatic activity, qHTS titration; Potency, µM (highest dose often 45.5 µM), for the others: at the highest dose activity change, negative = inhibition, usual class: inhibitors; 0.21% of 410,000 active; also: potency is read from the fitted curve at half-maximal effect; % is scaled to controls: 0 for no effect and ±100 for the full control effect
#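 Two-point fluorescence kinetic (t0, 30 min RT) for hKGA; glutamate detected via glutamate oxidase–HRP–Amplex Red. Substrate: 1 mM L-glutamine solution; buffer 45 mM KH2PO4, pH 8.2.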
# JMJD2A Tudor inh: inhibitors of human JMJD2A Tudor domain. AlphaScreen JMJD2A-Tudor / H3K4me3 peptide binding. Potency, µM (titrated, usually from 114 µM), for inactives: top-dose activity change, negative = inhibition, most hits filed as inhibitors. 4.4% of 390,000 active. AID 504339; also: potency is read from the fitted curve at half-maximal effect; % is scaled to controls: 0 for no effect and ±100 for the full control effect; nearly all actives have a fitted effect of over 50% in size
# HP1b chromo inh: HP1-beta chromodomain-methylated histone interaction inhibition | AID 540317 | 0.56% of 390,000 active | Potency, µM (doses to about 114 µM), without a hit: at the top dose activity change, negative = inhibition, most hits filed as inhibitors | AlphaScreen HP1-beta / biotin-H3K9me3 peptide binding | P83916; also: potency is read from the fitted curve at half-maximal effect; nearly all actives have a fitted effect of over 70% in size; inactives centre near 23
# Target sequence (P83916 whole entry, looked up): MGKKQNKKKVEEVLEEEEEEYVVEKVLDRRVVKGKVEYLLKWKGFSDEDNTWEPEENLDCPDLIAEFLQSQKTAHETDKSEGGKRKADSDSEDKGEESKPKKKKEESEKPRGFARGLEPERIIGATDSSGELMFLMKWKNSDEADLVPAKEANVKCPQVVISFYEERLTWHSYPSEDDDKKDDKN
#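 Compound inhibition of the preformed complex between 50 nM HP1-beta and 50 nM biotinylated H3K9me3 peptide was read by AlphaScreen. Buffer was PBS pH 7.4 with 0.01% Tween-20. Incubations ran 30 min at room temperature, with 10 ug/mL donor/acceptor beads.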
# PI4K2A inh: PI4K2A (human) kinase inhibition. Q9BTU6. purified PI4K2A, ADP-Glo luminescence, 1 h; active compounds read low. activity change, negative = inhibition, % at 76.9 µM. 0.13% of 420,000 active. AID 1346378; in the data active = activity change below about -50%; inconclusive = mostly about -30% to -49%;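 also: -100% = wells without enzyme as full effect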
#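 In this quantitative HTS, ADP production by PI4K2A was quantified luminescently after 1 h at ambient temperature; 100 microM adenosine served as plate-quality control.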
# * = called active by the depositor; i = inactive; ? = inconclusive; nt = no result given; & = joins results of further samples; [ ] = dose if it differs, or a comment. Unless noted, calls follow the shape of the dose curve; as a rule, active = well fitted curve in the direction sought with a large enough effect; inconclusive = small, poorly fitted or top-dose-only effect, or another doubt; inactive = no such curve, though single readings can be large; an effect the other way counts as inactive or inconclusive. Only part of the results is shown. The share of hits here may be higher or lower than overall.
cpd	Structure	PGK inhibitor	G9a block	Pin1 inhibitor	Pol eta inh	BAZ2B block	GLS inh	JMJD2A Tudor inh	HP1b chromo inh	PI4K2A inh
1	CSc1ccc(/C=C/c2nc3ccccc3c(=O)n2-c2cccc(Cl)c2C)cc1	-2%	-4%[59 µM]	4%	-15%	-21%	1%	-16%	32%	-1
2	CCOC(=O)[C@]12Cc3cc(OC)ccc3[C@H]1N(Cc1ccccc1)C(=O)c1cc(F)c(F)cc12	-6%	nt	2%	-6%	nt	-1%	-20%	25%	-3
3	CCN(CC)CCSc1nc2ccccc2c(=O)n1-c1ccc(Cl)cc1	-7%	2%[59 µM]	126%	-24%	-23%	3%	-20%	-3%	-5
4	O=C(Nc1ccc2oc(-c3cccnc3)nc2c1)c1ccc(-c2cccc(Cl)c2)o1	-24%	?	56%[activator]	71µM*	56µM*	2%	79µM*	?	-1
5	Cc1ccc(S(=O)(=O)N(C)c2ccc(C(=O)NCC3(N(C)C)CCCCC3)cc2)cc1	i	nt	-2%	-15%	-8%	0%	-20%	6%	2
6	C[C@]12CC[C@H](O)CC1=CCC1C2CC[C@@]2(C)C1C[C@@H]1CC(=O)O[C@@H]12 (stereo partly drawn)	4%	nt	-11%	2%	nt	9%	-8%	11%[57 µM]	-7
7	CCOC(=O)C1(c2ccccc2)Oc2ccccc2C(c2ccc(OC)cc2)=C1C(=O)OC (stereo not drawn)	2%	22µM*	6%	-12%	nt	-2%	-18%	30%	-6
8	CN1CCN(Cc2cc3c(cc2[N+](=O)[O-])OCO3)CC1	-1%	nt	-8%	-4%	6%	8%	-15%	22%	-6
9	Cc1nn(Cc2ccccc2)c(Cl)c1C(=O)O	-9%	-2%	-4%	-10%	nt	1%	3%	39%[activator]	-1
10	COc1cccc(C(C(=O)NCc2ccco2)N(Cc2ccco2)C(=O)Cn2nnc3ccccc32)c1 (stereo not drawn)	-1%	7%[59 µM]	0%	-16%	44%[activator]	5%	-4%	21%	0
11	O=C(O)C1C2c3ccccc3C(O)C1(C(=O)O)c1ccccc12 (stereo not drawn)	-10%	nt	1%	-8%	nt	-6%	-17%	31%	4
12	C=CCNC(=S)Nc1ccc(OC(=O)Nc2ccc(Cl)c(Cl)c2)cc1	-9%	-7%[59 µM]	-1%	-6%	4%	?	-9%	47%[activator]	-3
13	Cn1c(O)c(C(=O)c2ccccc2)c(=O)n(C)c1=O	-4%	-7%[12.7 µM]	13%	0%	6%	0%	-18%	45%[activator]	-29
14	C[C@]12C=CC(=O)C=C1C=C[C@@H]1C2CC[C@]2(C)C(=O)CCC12 (stereo partly drawn)	-2%	7%	0%	-3%	1%	9%	-13%	32%	-2
15	CCCC(C)C(=O)NC1CCSC1=O (stereo not drawn)	i	-4%	-7%	-6%	25%	6%	-10%	13%	3
16	COc1cc(C)c(CNCCc2c[nH]c3ccccc23)cc1C	nt	?	-7%	-20%	40µM*	21%	22µM*	?	-7
17	C#CC(CC)(CC)NC(=O)Nc1ccc(OCC)cc1	-7%	-5%	-6%	-15%	-11%	-3%	1%	37%	-2
18	CC(=O)O[C@H]1C[C@@H]2OC3C=C(C)CCC3(C)[C@@]1(C)[C@@]21CO1 (stereo partly drawn)	6%	nt	-2%	-19%	nt	18%	-1%	20%	1
19	COc1ccc(Cn2c(O)c(/C=N/NC(=O)c3ccccc3O)c(=O)[nH]c2=O)cc1	-2%	-2%[59 µM]	19%	?	50µM*	14%	71µM*	27%	-4
20	CC(C)c1ccc(N2C(=O)NC(=O)/C(=C\C=C\c3ccco3)C2=O)cc1	-7%	?	?	20µM*	-27%	-14%	?	1%	-22
21	CCN(CC)C(=O)c1ccc(NC(=O)c2cccc(F)c2)cc1	-6%	-1%	-3%	-11%	-6%	2%	-15%	2%	-12
22	NC(=O)Cn1cc(C(=O)c2ccccc2)c2ccccc21	-7%	nt	0%	-1%	7%	-3%	8%	43%[activator]	7
23	CCCC1(CCO)C(=O)NC(=S)NC1=O	-9%	nt	-12%	-15%	nt	-2%	20µM*	22%	-3
24	CC(=NCCN1CCCCC1)c1c(O)n(-c2ccc(Cl)cc2)c(=O)[nH]c1=O	-6%	nt	4%	-3%	-3%	8%	-8%	31%	-4
25	COC(=O)C1=C(c2ccc(OC)c(OC)c2)C[C@@H]2CC[C@H]1N2C(=O)NCCNC(C)=O	-1%	7%[2.33 µM]	-2%	-11%	4%	16%	-12%	?	-4
26	CCc1ccccc1N1C(=O)CC(=O)NC1=O	-2%	-19%[59 µM]	5%	-9%	-13%	2%	-12%	22%	-5
27	CC(=O)[C@H]1CC[C@H]2[C@@H]3CCC4=CC(=O)CC[C@]4(C)[C@H]3CC[C@]12C	-9%&-2%	16%[59 µM]	1%&-8%	-13%	4%&13%&-3%	9%&-1%&5%	-8%&-27%	18%&8%	2&-1&-4
28	CC1CC2(O)c3no[n+]([O-])c3CCC2N1O (stereo not drawn)	4%	-26%[12.7 µM]	-15%	-20%	-1%	20%	-6%	34%	4
29	C=CCn1c(O)c(C(C)=NCCc2c[nH]c3ccccc23)c(=O)[nH]c1=O	-3%	-23%	-5%	2%	-20%	-4%	-16%	9%	3
30	CC12CN3CCN(CC(C3)/C1=N/NC(N)=O)C2	0%	35%	-6%	-16%	7%	-1%	0%	35%	8
31	COC(=O)[C@@]1(Cc2ccccc2)[C@H]2C(=O)N(Cc3ccccc3)C(=O)[C@H]2[C@H]2CN=C(SCc3ccc(C#N)cc3)N21	-4%	nt	9%	-16%	nt	2%	-28%	65%[activator]	-4
32	COc1cc(OC)c(OC)cc1CN1CCN(C(=O)Cc2ccccc2)CC1	6%	7.9µM*	-4%	-10%	?	1%	18µM*	?	1
33	Cc1ccc(CN2CCN(CC(=O)N3CCC4(CC3)OCCO4)C2=O)cc1	-5%	?	-4%	-20%	7%	-11%	-25%[11.4 µM]	-12%	-5
34	CC1CCCCN1C(=O)c1ccc(N2CC3CC(C2)c2cccc(=O)n2C3)c([N+](=O)[O-])c1 (stereo not drawn)	-10%	4%	-8%	-1%	10%	4%	-14%	10%	4
35	COC(=O)C1=C(c2ccc(C(C)=O)cc2)C[C@@H]2CC[C@H]1N2C(=O)NCc1ccc2c(c1)OCO2	i	2%[2.33 µM]	-3%	-9%	0%	-1%	-9%	43%[activator]	-2
36	COc1cc2c(cc1OC)-c1c(OC)c(OC)cc3c1C(C2)N(C)CC3 (stereo not drawn)	11%	-25%[59 µM]	4%	-24%	nt	14%	-33%	19%	-9
37	NC(=O)CSP(=O)(c1ccccc1)c1ccccc1	-8%	13µM*	-2%	-1%	-22%	-5%	-31%	18%	-1
38	CC(C)C(=O)Nc1ccc(S(=O)(=O)N2CC3CC(C2)c2cccc(=O)n2C3)cc1 (stereo not drawn)	nt	11%	0%	-5%	-6%	0%	-18%	47%[activator]	-4
39	COC(=O)C1=C(c2ccc(-c3ccccc3)c(F)c2)C[C@@H]2CC[C@H]1N2C(=O)N1CCCCC1	i	9%[0.501 µM]	?	-15%	-5%	11%	-16%	35%	1
40	COP(=O)(OC)C(NC(=O)C(C)(C)C)=C(Cl)Cl	-10%	-5%[59 µM]	-3%	-5%	5%	0%	-3%	33%[activator]	0
41	O=[N+]([O-])c1cc(-n2cnnn2)c(O)c([N+](=O)[O-])c1	-10%	50µM*	5%	27%	-19%	1%	-12%[11.4 µM]	50%[activator]	-10
42	Cc1nn(Cc2c(Cl)cccc2Cl)c(Cl)c1C(=O)O	-4%	-2%	2%	-9%	-4%	-7%	14%	36%	6
43	CCCCCCN1CCN(c2ccc(Cl)cc2)CC1	i	?	-15%	-12%	45µM*	-2%	?	?	6
44	C=CCn1c(O)c(/C=N/NC(=O)c2ccncc2)c(=O)[nH]c1=O	6%	1%	-5%	-12%	79µM*	4%	-23%	42%[activator]	-1
45	CCOP(=O)(OCC)c1nc(-c2cccc3ccccc23)oc1NCc1ccccc1	-1%	38%[59 µM]	1%	-19%	84%[activator]	-3%	53%[activator]	116%[activator]	10
46	O=S(=O)(c1ccccc1)N1Cc2ccccc2-n2nncc2C1	-10%	nt	nt	0%	nt	-1%	nt	nt	5
47	CC12CC[C@H]3[C@@H](CCC4(O)C[C@H](O)CCC34/C=N/NC(=O)c3ccccc3O)C1(O)CCC2C1=CC(=O)OC1 (stereo partly drawn)	-10%	nt	4%	-12%	-7%	-1%	-11%	44%[activator]	11
48	Cc1ccc(N=C2N=C(N)c3ccccc32)c(C)c1	-3%	?	-2%	-22%	-2%	-4%	-27%	26%	1
49	C[C@H]1CCC/C=C/[C@@H]2C[C@H](O)C[C@H]2[C@@H](O)/C=C/C(=O)O1	i	nt	-3%	-19%	nt	-2%	-10%	34%	-12
50	Cc1ccc(-n2c(/C=C/c3ccccn3)nc3ccccc3c2=O)cc1	1%	82%[activator]	2%	-6%	6%	1%	13%	26%	2
51	CC(=O)N1N=C2C3CCN(CC3)C2C1c1cccc2ccccc12 (stereo not drawn)	2%	3%	-1%	-8%	17%	4%	-12%	27%	4
52	Fc1ccccc1CCNCc1cccc2ccccc12	-8%	-10%[59 µM]	3%	-18%	6%	5%	-19%[57.1 µM]	31%	1
53	O=C(OCC(=O)c1ccc([N+](=O)[O-])cc1)/C(=C\c1ccc(Cl)cc1)NC(=O)c1ccccc1	-4%	?	2%	-3%	-18%	4%	-18%	16%	58
54	O=P(C(=Nc1ccc(Cl)cc1)N1CCOCC1)(N1CCOCC1)N1CCOCC1	-10%	?	2%	-6%	-4%	-1%	2%	50%[activator]	1
